Screens as filed in PubChem.
AmpC inh no detg: qHTS Inhibitors of AmpC Beta-Lactamase (assay without detergent). P00811. AmpC nitrocefin hydrolysis, absorbance 480 nm, 0.0001% Triton. Potency, µM (top dose mostly 57.1 µM), inactives show at the top dose activity change, negative = inhibition, most hits filed as inhibitors. hit rate 0.52% among 330,000. AID 485341, 2010;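 also: potency is read from the fitted curve at half-maximal effect; plate controls were no compound for no effect and no enzyme for full effect; nearly all actives have a fitted effect of over 20% in size; some results filed as inactive show a strong effect at the top dose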
Target sequence (P00811 whole entry, looked up): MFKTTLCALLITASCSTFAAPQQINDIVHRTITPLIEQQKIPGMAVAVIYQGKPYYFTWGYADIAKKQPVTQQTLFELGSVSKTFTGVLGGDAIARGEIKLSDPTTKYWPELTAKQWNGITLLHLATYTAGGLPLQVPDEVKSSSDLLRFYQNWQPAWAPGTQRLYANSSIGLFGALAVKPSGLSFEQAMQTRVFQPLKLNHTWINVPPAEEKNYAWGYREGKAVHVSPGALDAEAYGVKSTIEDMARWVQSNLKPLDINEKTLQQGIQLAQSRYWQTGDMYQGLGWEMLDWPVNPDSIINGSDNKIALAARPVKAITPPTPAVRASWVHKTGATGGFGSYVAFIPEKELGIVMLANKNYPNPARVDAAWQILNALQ
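AmpC (5.3 nM in the dispensed reagent) in 20 mM phosphate pH 7.0 with 0.01% (detergent screen) or 0.0001% Triton X-100 was preincubated with compounds for 15 min at room temperature. Nitrocefin was then added from an 800 uM solution, and hydrolysis was followed at 480 nm.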
TbPYK inhibitor: qHTS of Trypanosoma Brucei Inhibitors | Potency, µM (titrated, usually from 76.8 µM), for the others: at the highest dose activity, negative = inhibition, hits mostly inhibitors | hit rate 0.12% among 410,000 | AID 624173, 2012 | pyruvate kinase (Trypanosoma brucei), Q57TT1 | TbPYK enzyme, Kinase-Glo Plus ATP luminescence, 45 min; also: potency is read from the fitted curve at half-maximal effect; nearly all actives have a fitted effect of over 50% in size
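ADP (130 uM final) triggers the TbPYK reaction after compound addition; incubation is 45 min at room temperature. Kinase-Glo Plus is then added and luminescence imaged. Normalized data are fitted to concentration-effect curves.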
AMA1 RON2 block: qHTS for Inhibitors of AMA1-RON; Towards Development of Antimalarial Drug Lead: Primary Screen. Plasmodium falciparum AMA1 (3D7) - RON2 peptide interaction. AlphaScreen AMA1-biotinylated RON2 peptide binding. Potency, µM (series often up to 58.2 µM), for inactives: top-dose activity change, negative = inhibition, most hits filed as inhibitors. hit rate 0.2% among 360,000. AID 720542, 2013;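 also: potency is read from the fitted curve at half-maximal effect; 0% = vehicle wells and -100% = peptide control; nearly all actives have a fitted effect of over 45% in size; some results filed as inactive show a strong effect at the top dose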
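AMA1 (3D7) with his tag at 25 nM final met compounds first, then biotinylated RON2 peptide at 25 nM; detection used donor plus acceptor beads, 10 µg/mL apiece, read by AlphaScreen after 30 min at room temperature.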
Sm TGR block: qHTS Assay for the Inhibitors of Schistosoma Mansoni Peroxiredoxins; hit rate 3% among 360,000; Schistosoma mansoni thioredoxin glutathione reductase (TGR), Q962Y6; purified TGR, DTNB reduction, TNB absorbance 405 nm; Potency, µM (highest dose often 114 µM), for inactives: at the top dose activity change, negative = inhibition, most hits filed as inhibitors; also: potency is read from the fitted curve at half-maximal effect; nearly all actives have a fitted effect of over 60% in size
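First, TGR (20 nM dispensed) and NADPH were mixed with compound. Second, a 15 min room-temperature incubation followed. Third, further NADPH and then DTNB were added to start the reaction. Finally, TNB absorbance was monitored kinetically.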
HCMV inh: qHTS Assay for inhibitors of the human cytomegalovirus (HCMV); HFF cells, HCMV-luciferase reporter, 72 h; stronger effect = lower value; activity change, negative = inhibition, % at 57.5 µM; hit rate 4.5% among 410,000; in the data active = activity change below about -60%; inconclusive = no clear call, values can overlap the other calls; inactive = above about -39%
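Cell-based, HFFs, 1000 cells/well, 16 h 37C; cpds in DMSO + HCMV-luc, MOI 1 PFU/cell; 72 h 37C; OneGlo luminescence after 5 min RT; norm. to buffer vs Salinomycin 10uM.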
LmPK inh: qHTS Assay for Inhibitors of Leishmania Mexicana Pyruvate Kinase (LmPK); Q27686; Potency, µM (top dose mostly 57.5 µM), for inactives: top-dose activity change, negative = inhibition, hits mostly inhibitors; AID 1721, 2009; hit rate 0.37% among 290,000; purified LmPK, Kinase-Glo ATP luminescence, 1 h; also: potency is read from the fitted curve at half-maximal effect
Target sequence (Q27686 whole entry, looked up): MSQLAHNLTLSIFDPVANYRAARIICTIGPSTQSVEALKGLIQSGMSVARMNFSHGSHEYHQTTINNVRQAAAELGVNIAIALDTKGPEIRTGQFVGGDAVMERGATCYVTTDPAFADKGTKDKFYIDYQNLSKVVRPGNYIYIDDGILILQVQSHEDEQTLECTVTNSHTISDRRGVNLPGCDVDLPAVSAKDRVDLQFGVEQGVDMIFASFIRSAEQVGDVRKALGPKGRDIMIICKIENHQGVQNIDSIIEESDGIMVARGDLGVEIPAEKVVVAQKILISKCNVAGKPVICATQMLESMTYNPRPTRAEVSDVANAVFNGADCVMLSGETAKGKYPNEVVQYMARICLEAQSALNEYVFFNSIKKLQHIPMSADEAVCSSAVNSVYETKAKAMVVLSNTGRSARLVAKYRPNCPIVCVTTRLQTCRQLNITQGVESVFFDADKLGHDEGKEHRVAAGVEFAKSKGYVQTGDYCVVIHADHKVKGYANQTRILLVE
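ATP generated from ADP (0.1 mM) and PEP (0.5 mM) by 0.1 nM LmPK over 1 h at room temperature (pH 7.2 imidazole buffer) was detected by coupled luciferase luminescence. Values were normalized to uninhibited and no-enzyme wells.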
AmpC detergent: qHTS Inhibitors of AmpC Beta-Lactamase (assay with detergent) | P00811 | AmpC hydrolysis of nitrocefin, absorbance 480 nm, 0.01% Triton | Potency, µM (highest dose often 114 µM), for inactives: at the highest dose activity change, negative = inhibition, hits mostly inhibitors | hit rate 0.041% among 370,000;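 also: potency is read from the fitted curve at half-maximal effect; 0% = no-compound wells and -100% = no-enzyme wells; nearly all actives have a fitted effect of over 25% in size; some results filed as inactive show a strong effect at the top dose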
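20 mM phosphate pH 7.0 + 0.01% (detergent screen) or 0.0001% Triton X-100; 5.3 nM AmpC reagent; cpd preinc 15 min RT; nitrocefin (800 uM stock) to start; A480 q20 s × 4 min; Activity was normalised to no-enzyme and no-compound control wells.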
An asterisk follows results filed as active; ? = inconclusive; . = not tested or not shown; & = joins results of further samples; [ ] = remark or other dose. Unless noted, calls follow the shape of the dose curve; as a rule, active = well fitted curve in the direction sought with a large enough effect; inconclusive = small, poorly fitted or top-dose-only effect, or another doubt; inactive = no such curve, though single readings can be large; an effect the other way counts as inactive or inconclusive. Unless noted, % is scaled to controls: 0 for no effect and ±100 for the full control effect.

SMILES	AmpC inh no detg	TbPYK inhibitor	AMA1 RON2 block	Sm TGR block	HCMV inh	LmPK inh	AmpC detergent
COCc1c(C(=O)Nc2cccc(S(=O)(=O)N3CCCCC3)c2)oc2ccccc12	-12%	6%	?	.	.	.	.
COC(=O)c1cc2ccccc2c([N+](=O)[O-])c1O	.	-7%	-2%	.	-18	.	.
CC(=O)N1CCN(S(=O)(=O)c2ccc(S(=O)(=O)N3CCCC(C)C3)cc2)CC1 (stereo not drawn)	-10%	-1%	-3%	5%	-3	-7%	4%
Cc1cc(Br)ccc1-n1[nH]c(C)c(C=Nc2cccc3nsnc23)c1=O	-25%	-26%	13%	?	-17	-4%	0%
Cn1c(=O)[nH]c(=O)c2c1nc(N1CCCCCC1)n2CCCSc1nc2ccccc2o1	-22%	8%	-9%	-9%	-26	2%	-15%
COc1cccc(C(C(=O)NC(C)(C)C)N(Cc2ccc(F)cc2)C(=O)CCC(=O)Nc2cc(C)on2)c1OC (stereo not drawn)	140%[activator]	1%	2%	4%	-27	-3%	3%
O=C(O)c1ccc(NS(=O)(=O)c2cccc(C(=O)Nc3ccc([N+](=O)[O-])cc3)c2)cc1	-23%	-4%	-4%	-17%	-15	8%	-5%
O=C(C[C@@H]1C/C=C\CCC(=O)O[C@H](c2ccccc2)CNC1=O)N[C@H](CO)Cc1ccccc1	15%	-2%	-3%	.	10	.	.
C(=N\n1cnnc1)/C1CCCCC1	-12%	1%	0%	6%	-4	-5%	-12%
C/C(=N\NC(=O)c1ccc(CSc2nncn2C)cc1)c1ccc(C#N)cc1	-12%	0%	-9%	4%	7	-4%	-14%
COc1ccccc1C1C(C(=O)c2ccc(C)o2)=C(O)C(=O)N1c1cc(C)on1 (stereo not drawn)	-21%	-13%	-5%	?	0	-2%	-9%
COc1ccc(CC(=O)NCC(=O)N/N=C/c2cc(Br)ccc2OC)cc1	22%	-2%	100%[activator]	-1%	40	0%	2%
Cc1ccsc1CNC1C2CC3CC(C2)CC1C3 (stereo not drawn)	-8%	-5%	3%	13%	24	-5%	6%
O=C(CCCN1C(=O)/C(=C/c2ccccc2Cl)SC1=S)NNC(=O)c1ccncc1	25%	10%	91%[activator]	17%	?	0%	1%
CCCCN(C(=O)CSc1nnc(-c2ccc(Cl)cc2)o1)c1c(N)n(CC(C)C)c(=O)[nH]c1=O	-12%	-8%	-12%[11.6 µM]	0%	41	.	-2%
CCOC(=O)C1=C(CS(=O)(=O)c2ccc(F)cc2)NC(=O)NC1c1ccc(O)c(O)c1 (stereo not drawn)	-36%	2%	-2%	-24%	-30	?	-10%
Cc1nc2ccc(S(=O)(=O)NCC(=O)N3CCC(N4CCCCC4)CC3)cc2s1	-22%	-4%	9%	2%	12	-2%	-12%
Cc1ccnc(NC(=O)c2ccco2)n1	-12%	-2%	13%	3%	8	-1%	-2%
COc1ccc(NC(=O)N2CCN(S(C)(=O)=O)CC2)cc1	-9%[2.29 µM]	-19%	4%	-10%	11	-2%	-6%
CCCCC1CCC(C(=O)N(CCC(C)C)c2c(N)n(CCCC)c(=O)[nH]c2=O)CC1 (stereo not drawn)	.	-1%	-4%	.	-26	.	.
COC(=O)c1cc(=O)n(Cc2cccs2)c(=Nc2ccc(F)cc2)s1	-26%	0%	?	-3%	-29	2%	-6%
CCCC(C)NC(=O)C1CC(=O)N(CCc2ccc(F)cc2)C1 (stereo not drawn)	-6%	6%	-2%	-20%	51	8%	0%
COc1ccc(NC(=O)c2cc(-c3cc(F)ccc3OC(C)C)n[nH]2)c(C)c1	.	-2%	4%	.	?	.	.
O=C(COC(=O)/C=C/c1ccc(OC(F)F)cc1)NC1CCCCC1	-10%	3%	-2%	-1%	-7	.	-15%
C[n+]1cccc(C(=O)N/N=C/c2ccc3c(c2)OCO3)c1	-4%	2%	9%	-4%	-23	-6%	3%

16 structures out of the list, arranged by formula weight, rising.
SMILES	AmpC inh no detg	TbPYK inhibitor	AMA1 RON2 block	Sm TGR block	HCMV inh	LmPK inh	AmpC detergent
Cc1ccnc(NC(=O)c2ccco2)n1	-12%	-2%	13%	3%	8	-1%	-2%
COC(=O)c1cc2ccccc2c([N+](=O)[O-])c1O	.	-7%	-2%	.	-18	.	.
Cc1ccsc1CNC1C2CC3CC(C2)CC1C3 (stereo not drawn)	-8%	-5%	3%	13%	24	-5%	6%
C[n+]1cccc(C(=O)N/N=C/c2ccc3c(c2)OCO3)c1	-4%	2%	9%	-4%	-23	-6%	3%
O=C(COC(=O)/C=C/c1ccc(OC(F)F)cc1)NC1CCCCC1	-10%	3%	-2%	-1%	-7	.	-15%
COc1ccc(NC(=O)c2cc(-c3cc(F)ccc3OC(C)C)n[nH]2)c(C)c1	.	-2%	4%	.	?	.	.
Cc1cc(Br)ccc1-n1[nH]c(C)c(C=Nc2cccc3nsnc23)c1=O	-25%	-26%	13%	?	-17	-4%	0%
COCc1c(C(=O)Nc2cccc(S(=O)(=O)N3CCCCC3)c2)oc2ccccc12	-12%	6%	?	.	.	.	.
CC(=O)N1CCN(S(=O)(=O)c2ccc(S(=O)(=O)N3CCCC(C)C3)cc2)CC1 (stereo not drawn)	-10%	-1%	-3%	5%	-3	-7%	4%
COc1ccc(CC(=O)NCC(=O)N/N=C/c2cc(Br)ccc2OC)cc1	22%	-2%	100%[activator]	-1%	40	0%	2%
CCCCC1CCC(C(=O)N(CCC(C)C)c2c(N)n(CCCC)c(=O)[nH]c2=O)CC1 (stereo not drawn)	.	-1%	-4%	.	-26	.	.
Cc1nc2ccc(S(=O)(=O)NCC(=O)N3CCC(N4CCCCC4)CC3)cc2s1	-22%	-4%	9%	2%	12	-2%	-12%
O=C(O)c1ccc(NS(=O)(=O)c2cccc(C(=O)Nc3ccc([N+](=O)[O-])cc3)c2)cc1	-23%	-4%	-4%	-17%	-15	8%	-5%
Cn1c(=O)[nH]c(=O)c2c1nc(N1CCCCCC1)n2CCCSc1nc2ccccc2o1	-22%	8%	-9%	-9%	-26	2%	-15%
O=C(CCCN1C(=O)/C(=C/c2ccccc2Cl)SC1=S)NNC(=O)c1ccncc1	25%	10%	91%[activator]	17%	?	0%	1%
COc1cccc(C(C(=O)NC(C)(C)C)N(Cc2ccc(F)cc2)C(=O)CCC(=O)Nc2cc(C)on2)c1OC (stereo not drawn)	140%[activator]	1%	2%	4%	-27	-3%	3%

Later entries.
SMILES	AmpC inh no detg	TbPYK inhibitor	AMA1 RON2 block	Sm TGR block	HCMV inh	LmPK inh	AmpC detergent
CN1CCN(C(=O)c2cccn(Cc3cccc(Cl)c3)c2=O)CC1	-23%	2%	-2%	14%	.	-7%	3%
CCOC(=O)Cc1csc(NC(=O)CCSc2ccccc2)n1	-29%	-2%	-3%	10%	77	1%	-12%
Cc1cc(C(=O)N/N=C/c2ccc([N+](=O)[O-])s2)c2ccccc2n1	-33%	2%	4%	-16%	-70*	-2%	-6%
CSc1ccccc1NC(=O)c1cnc2sc(C)cn2c1=O	-8%	0%	0%	5%	3	.	-3%
Cc1ccc(O)c(/C=N/NC(=O)c2[nH]ncc2Br)c1	-50%	-11%	46%[activator]	-6%	47	?	-3%
Cc1c(C(N)=O)sc2ncn(CC(=O)NCCc3ccccc3)c(=O)c12	-34%	-1%	1%	-6%	93	4%	-2%
Cc1cccc(C(=O)NCC(=O)OC(C)C(=O)Nc2ccc(Cl)cn2)c1 (stereo not drawn)	0%	-5%	-4%	-10%	-8	.	3%
CCOc1ccc(NC(=O)COc2ccc3c(c2)OCO3)cc1	-18%	1%	-24%	-5%	22	-3%	-8%
COc1cccc(/C=N/NC(=O)c2ccccc2)c1OS(=O)(=O)c1ccccc1	32µM*	-14%	-17%	-5%	-1	-3%	-7%
COc1ccc(C2=CC(c3ccc(OC)c(OC)c3)c3c(c4ccccc4oc3=O)O2)cc1OC (stereo not drawn)	35%	4%	-13%	-22%	-64*	-3%	0%
O=C1NC(=S)N/C1=C/c1cc([N+](=O)[O-])ccc1O	-6%	?	17%	-23%	15	-10%	1%
O=C(Cc1ccccc1)N1CCNCC1	3%	5%	1%	-12%	-17	-2%	3%
CCOC(=O)CN1CC23C=CC(O2)C(C(=O)O)C3C1=O (stereo not drawn)	-3%	-4%	-2%	-6%	20	11%	2%
Cc1ccc(NC(=O)c2sc(C)nc2C)c(C)c1	1%	4%	6%	-6%	-32	1%	-4%
CC(=O)c1ccc(NC(=S)NCC(c2ccco2)N2CCCC2)cc1 (stereo not drawn)	-29%	3%	10%	1%	-21	9%	4%
Cc1c(O)nc(SC2CC(=O)N(c3ccccc3)C2=O)[nH]c1=O (stereo not drawn)	.	2%	-17%	?	33	5%	1%
O=C1CC(=O)N(Cc2ccccc2)C(=O)N1CCCCCCN1C(=O)CC(=O)N(Cc2ccccc2)C1=O	7.1µM*	6%	-9%	2%	7	3%	-5%
CCCCN(CCCC)CCNC(=O)c1cn(CC)c2ccc(S(=O)(=O)N(C)C3CCCCC3)cc2c1=O	57%	-11%&1%	-6%	-14%&-4%	40&13	-1%	2%&7%
CSc1ccc(CN2CCSCC2)cc1	-20%	3%	-12%	2%	-8	-4%	-11%
CCN(Cc1ccccc1)C(=O)c1cc2c(OC)c(OC)c(OC)cc2[nH]1	60%[activator]	1%	-10%	35µM*	93	0%	?
Cc1ccccc1OCC(=O)NCC1CCCO1 (stereo not drawn)	8%	0%	-6%	-7%	-6	-1%	?
COc1ccc(CCNC(=O)c2cc3c(=O)n4ccccc4nc3n(CC3CCCO3)c2=N)cc1OC (stereo not drawn)	205%[activator]	3%	-7%	23%	17	0%	-7%
